# KCNQ2 inh: KCNQ2 potassium channel inhibitors, primary screen, cell-based, CHO-K1, FluxOR thallium flux, B-score (AID 2156); B-score at 10 µM; hit rate 1.1% among 310,000; O88943; 20 min; active compounds read low;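 active = fluorescence ratio B-score at most minus 3 library SDs, with starting brightness B-score within 2 library SDs, cut at about -5.5 in these data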
# Kir21 block: blocks the mouse Kir2.1 inward-rectifier potassium channel; B-score at 10 µM; AID 1672; hit rate 0.85% among 310,000; P35561; HEK293-Kir2.1, FluxOR thallium flux fluorescence; active compounds read low;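 active = fluorescence ratio B-score at or below minus 3 SD of library scores, with starting-brightness B-score within 2 SD, cut at about -4.2 in these data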;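 also: channel flux triggered by added potassium and thallium sulfate stimulus; B-score of peak minus minimum fluorescence over baseline after thallium stimulus; more negative B-score means stronger Kir2.1 block with less thallium influx; some compounds called inactive have numbers as strong as hits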
# Target sequence (P35561 whole entry, looked up): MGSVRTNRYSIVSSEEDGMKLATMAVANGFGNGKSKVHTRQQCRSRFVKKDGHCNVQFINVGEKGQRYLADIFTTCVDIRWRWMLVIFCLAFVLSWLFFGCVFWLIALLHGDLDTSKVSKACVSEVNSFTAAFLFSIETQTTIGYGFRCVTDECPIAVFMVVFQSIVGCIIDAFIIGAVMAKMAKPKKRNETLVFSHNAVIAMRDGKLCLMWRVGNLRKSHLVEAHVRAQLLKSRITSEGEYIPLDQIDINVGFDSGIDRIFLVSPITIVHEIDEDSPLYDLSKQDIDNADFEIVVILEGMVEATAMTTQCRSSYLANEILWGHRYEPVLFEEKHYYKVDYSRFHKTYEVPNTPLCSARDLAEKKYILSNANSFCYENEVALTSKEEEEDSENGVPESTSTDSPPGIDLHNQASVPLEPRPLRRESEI
# * marks the source's active call; other numbers are inactive results; i = inactive.
# The opening 3 compounds, ahead of the listing:
SMILES,KCNQ2 inh,Kir21 block
CC[C@H](NC(=O)c1c(C)c(-c2ccccc2)nc2ccccc12)c1ccccc1,-10.6*,0.75
CC1(C)CC(=O)N(c2cc(Cl)cc(Cl)c2)C(=O)C1,i,0.09
c1ccc(-c2noc(CCC3CCCC3)n2)cc1,i,-0.59

# The list itself, from the first entry:
SMILES,KCNQ2 inh,Kir21 block
CC[C@H](NC(=O)c1c(C)c(-c2ccccc2)nc2ccccc12)c1ccccc1,-10.6*,0.75
CC1(C)CC(=O)N(c2cc(Cl)cc(Cl)c2)C(=O)C1,i,0.09
c1ccc(-c2noc(CCC3CCCC3)n2)cc1,i,-0.59
CCOc1ccc(C(CCc2ccccc2)NC(=O)c2ccccc2F)cc1OCC (stereo unspecified),i,-1.43
CCCNC(=O)CCn1cc(-c2ccc(OC)cc2)nc1-c1ccncc1,i,0.73
CCOC(=O)CSC1=C(C#N)C(c2ccco2)C(C(=O)Nc2cccc(C(F)(F)F)c2)=C(C)N1 (stereo unspecified),-7.22*,-0.15
Cn1c(=O)c2c(nc(N3CCCCCC3)n2CCSc2nc3ccccc3o2)n(C)c1=O,i,0.15
COc1cc(NC(=O)c2ccco2)c(OC)cc1NC(=O)CCC(=O)Nc1cc(C)cc(C)c1,i,2.44
Cc1cc2n(n1)SC(Nc1cccc3ccccc13)N2 (stereo unspecified),i,1.43
Cc1cc(NC(=O)c2ccc(F)c(S(=O)(=O)N3CCCCC3)c2)no1,i,0.21
COC(=O)/C=C/c1ccc(OC(=O)c2ccncc2)cc1,i,0.21
COc1ccc2cc3[n+](cc2c1OC)CCc1cc2c(cc1-3)OCO2,i,2.29
COc1ccc(CC(=O)Nc2sc(Cc3ccccc3)c(C)c2C(N)=O)cc1,i,0.01
O=C(Nn1c(=S)[nH]c2ccccc2c1=O)c1ccncc1,i,1.51
Cc1ccc2c(c1)N(CC(=O)NCCCN1CCOCC1)C(=O)C(C(C)C)O2 (stereo unspecified),i,-0.62
CC1(C(=O)N2CCC(CO)(Cc3cccc(C(F)(F)F)c3)CC2)CC1,i,-1.14
CCn1cc([N+](=O)[O-])c(C(=O)N2CCCCCC2)n1,i,-0.62
O=C(CSc1nc2ccccc2c(=O)[nH]1)NCc1ccc(Cl)cc1,i,-1.4
CCC(=O)Nc1cc(C(=O)OCC(=O)c2ccccc2)ccc1C,i,0.85
CC1CCCCN1C(=O)CSc1nnc(-c2ccco2)n1CC1CCCO1 (stereo unspecified),i,0.4
COc1cccc(C2C(C(=O)c3cc4ccccc4o3)=C(O)C(=O)N2c2cc(C)on2)c1 (stereo unspecified),i,-1.3
Cc1ccc(C(=O)Nc2ccc3ncccc3c2)cc1,i,1.02
CC1=NN(c2nc(-c3ccc(F)cc3)cs2)C(=O)C1,i,1.19
O=S(=O)(NC12CC3CC(CC(C3)C1)C2)c1ccc(F)cc1,i,-1.53
O=C(CCCCCn1c(=S)[nH]c2ccc(N3CCOCC3)cc2c1=O)NCCc1ccccc1,i,0.47
CC1CN(CCS(=O)(=O)c2cc(Cl)ccc2Cl)CC(C)O1 (stereo unspecified),i,-1.26
CN(C)S(=O)(=O)N1CCN(CC(=O)Nc2cc(Cl)ccc2Cl)CC1,i,-1.15
COc1ccccc1NC(=O)COC(=O)c1ccccc1OCC(=O)Nc1ccc(SC(F)F)cc1,i,0.95
CCS(=O)(=O)N1CCN(c2cccc(C)c2C)CC1,i,-0.84
CC1CCN(S(=O)(=O)c2ccc(S(=O)(=O)NCc3ccco3)cc2)CC1,i,-1.11
CCOC(=O)c1c(NC(C)=O)sc2c1CCN(Cc1ccccc1)C2,i,1.87
COC(=O)c1c(NC(C)=O)csc1C,i,0.07
COc1ccc(/C=N/NC(=O)CCc2c(C)n[nH]c2C)cc1O,i,0.16
c1ccc(CSc2nnc([C@@H]3CCCN3)o2)cc1,i,0.02
CCN(CC)c1ccc2c(cc1=O)[C@@H](NC)CCc1cc(OC)c(OC)c(OC)c1-2,i,3.11
Cn1c2ccccc2c(=O)c2c(=O)n(C3CCCCC3)c(-c3cccs3)nc21,i,-1.32
Clc1ccc(CSc2ncn(-c3ccccc3)n2)cc1,i,-0.67
Cc1ccc(CSc2nnc([C@@H]3CCCN3)o2)cc1,i,-0.4
CCOC(=O)C1CCCN(C(=O)c2cc(S(=O)(=O)N3CCCCC3)c[nH]2)C1 (stereo unspecified),i,1.84
Cc1ccnc(NS(=O)(=O)c2ccc(NC(=O)c3ccc(S(=O)(=O)N4CC(C)OC(C)C4)cc3)cc2)n1 (stereo unspecified),i,-1.39
CCCOc1ccc(CCc2n[nH]c(=S)n2-c2ccccc2)cc1,i,-1.21
COCCn1c(N)c(N(Cc2ccccc2)C(=O)C2CCCCC2)c(=O)[nH]c1=O,i,0.57
CCOC(=O)CSc1nc2c(c(=O)[nH]c(=O)n2C)n1CCc1ccccc1,i,0.93
Cc1ccc(NC(=O)c2cc(S(=O)(=O)N3CCOCC3)c(Br)s2)cc1,i,0.88
COc1cccc(/C=N/NC(=O)C(=O)NCc2cccnc2)c1,i,-1.01
CC(C)c1ccc(C2NC(=O)CCC2[N+](=O)[O-])cc1 (stereo unspecified),i,-0.25
CCOC(=O)C1=C(C)NC(C)=C(C(=O)OC)C1c1cccc([N+](=O)[O-])c1 (stereo unspecified),i,1.21
COc1nc(C)cc(C)c1S(=O)(=O)c1ccccc1C,i,-1.44
C[C@H](NC(=O)c1nc[nH]c1C(=O)N[C@@H](Cc1ccccc1)C(=O)OCc1ccccc1)C(=O)OCc1ccccc1,i,0.15
Cc1ccn2c(=O)nc(SCC(=O)Nc3cc(C)on3)nc2c1,i,-1.71
CN(CC(=O)O)S(=O)(=O)c1ccc2[nH]c(=O)c(=O)[nH]c2c1,i,-0.41
C=CCn1c2c(c(=O)[nH]c1=S)CN(C(C)c1ccccc1)CN2 (stereo unspecified),i,-1.11
O=C(O)C1CC(c2ccc(F)cc2)=NO1 (stereo unspecified),i,-0.28
O=C1c2ccccc2S(=O)(=O)c2cc(C(=O)N3CCCC3)ccc21,i,-0.16
Cc1ccc(-c2nnc3c4ccccc4c(C)nn23)cc1NC(=O)CN1CCOCC1,i,-0.02
CCCc1cc(=O)[nH]c(SCC(=O)N2C(C)CCCC2C)n1 (stereo unspecified),i,-1.41
O=C(O)/C=C/c1ccc2noc(-c3ccccc3)c2c1,i,-0.98
O=C(NC1CCCCC1)C(c1cccs1)N(C(=O)C(F)(F)F)c1ccccc1 (stereo unspecified),i,0.03
O=C(O)CC/C(=N\NC(=O)CNC(=O)/C=C/c1ccccc1)c1ccccc1,i,0.02
O=C(CCc1ccccc1)Nc1ccc(Cl)cn1,i,0.49
# The results go on:
SMILES,KCNQ2 inh,Kir21 block
CC(=O)Nc1cc(NC(C)=O)cc(C(=O)N2CCCC3CCCCC32)c1 (stereo unspecified),i,0
N=c1c(C(=O)NCC2CCCO2)cc2c(=O)n3ccccc3nc2n1Cc1cccnc1 (stereo unspecified),i,-2.73
COc1cccc(C2c3[nH]c4ccccc4c3C[C@H]3C(=O)N(CCCOC(C)C)CC(=O)N23)c1 (stereo partly specified),i,0.31
CC(C)N(C(=O)C(=O)c1cccn1-c1ccccc1C#N)C(C)C,i,-0.9
O=C(O)C1C2CC2CN1C(=O)c1ccc(Cl)cc1 (stereo unspecified),i,-0.8
O=C(NC1CCCCCC1)C(=S)NC1CCCCC1,i,-0.15
CN(c1ccccc1)S(=O)(=O)c1ccc(C(=O)NCc2cccs2)cc1,i,-1.01
COc1ccc(N2C(=O)CC(NCCNc3ccc([N+](=O)[O-])cn3)C2=O)cc1 (stereo unspecified),i,-0.05
COc1ccccc1CNS(=O)(=O)c1ccc(-n2cnnn2)c(OC)c1,i,-2.05
CCN(CC)CCC(c1ccc(N(C)C)cc1)c1c(O)cc(OC)cc1OC (stereo unspecified),i,0.13
CCN(CC)CCNC(=O)c1ccc(NC(=O)Nc2cccc3ccccc23)cc1,i,0.71
Cn1c(NC(=O)c2ccc(Br)o2)cc(=O)n(C)c1=O,i,1.3
CCCCc1ccc(NC(=S)NCc2cccs2)cc1,i,-0.73
COc1ccc(CCN(C)C/C=C/c2ccccc2[N+](=O)[O-])cc1OC,i,0.96
COc1cccc(C2CC(c3ccc(Cl)cc3Cl)n3nc(N)nc3N2)c1 (stereo unspecified),i,0
COc1cc2[nH]c(=O)n(CCC(=O)NCCCN3CCN(c4ccccc4F)CC3)c(=O)c2cc1OC,i,1.37
O=C(Nc1cccc(F)c1)Nc1ccc2c(c1)OCO2,i,1.61
Cc1ccc(NC(=O)O/N=C2\CCCCC2c2ccc([N+](=O)[O-])cc2[N+](=O)[O-])cc1 (stereo unspecified),i,0.2
Cc1ccc(NC(=O)Cn2c(O)c(N=NC(=O)c3ccncc3)c3ccccc32)cc1,i,0.06
C/C=C/C(=O)OCC(=O)Nc1cccc(F)c1,i,0.43
CN(c1ccccc1)S(=O)(=O)c1ccc(Cl)c(C(=O)Nc2ccc(-c3nc4ccccc4[nH]3)cc2)c1,i,0.06
CC(=O)C1C(c2ccccc2)c2c(noc2C)CC1(C)O (stereo unspecified),i,-1.48
O=C(NC(=S)NC1CCCC1)c1ccccc1Br,i,-1.07
Cc1cc(C(=O)N2CCN(c3ccc([N+](=O)[O-])cc3)CC2)no1,i,1.18
COC(=O)c1ccc(NC(=O)Nc2ccc3c(c2)OCO3)cc1,i,-0.38
N#Cc1c(-c2ccccc2)nc(SCC(=O)N(c2ccccc2)c2ccccc2)[nH]c1=O,i,0.86
CC1(C)OC(=O)C=C(CC2NS(=O)(=O)OC3CCCCC23)O1 (stereo unspecified),i,0.62
Cc1noc(C)c1C(=O)Nc1ccc(F)c(F)c1,i,-0.05
Cc1ccc(S(=O)(=O)CC#CCOC(=O)c2ccc([N+](=O)[O-])cc2)cc1,i,0.05
Cc1oc(/N=C/c2ccc(F)cc2)c(C#N)c1C,i,0.57
Cc1ccc(CN2CCNC(=O)C2CC(=O)N(C)CCc2cnn(C)c2)cc1 (stereo unspecified),i,0.42
CCOC(=O)C(C)n1nc(/C=C/c2ccccc2)ccc1=O (stereo unspecified),i,-0.04
S=c1nc(C2CCCCC2)[nH][nH]1,i,-1.65
CCC1CCc2sc(C(=O)O)cc2C1 (stereo unspecified),i,1.06
O=C(CNC(=S)N(Cc1ccccc1Cl)C1CCCC1)NCCCN1CCOCC1,i,-0.04
Cc1oc(C(C)(C)C)c(CN2CCCC2)c1C(=O)O,i,0.18
O=C(CN1CCOCC1)Nc1ncc(Cc2cccc(Cl)c2)s1,i,-1
O=C(CCN1C(=O)C2C3C=CC(C4CC34)C2C1=O)Oc1ccccc1 (stereo unspecified),i,2.08
Cc1ccc(NC(=O)COC(=O)CSC(=S)N2CCOCC2)cc1,i,-0.01
CC(=O)Nc1ccc(N=Nc2c(C)[nH]n(C(N)=S)c2=O)cc1,i,-0.19

# The last two entries of the part above open the next one:
SMILES,KCNQ2 inh,Kir21 block
Cc1ccc(NC(=O)COC(=O)CSC(=S)N2CCOCC2)cc1,i,-0.01
CC(=O)Nc1ccc(N=Nc2c(C)[nH]n(C(N)=S)c2=O)cc1,i,-0.19
COCC(C)n1c(C)cc(C(=O)COC(=O)CN=C2NS(=O)(=O)c3ccccc32)c1C (stereo unspecified),i,0.51
COC(=O)c1c(NC(=O)Cn2cnc([N+](=O)[O-])n2)sc2c1CCC(C)C2 (stereo unspecified),i,-0.06
CCOC(=O)Cn1c(C(=O)OCC)cc2sccc21,i,-0.09
Cc1cccc(C)c1NS(=O)(=O)c1cc2c3c(c1)CCN3C(=O)CC2,i,0.28
O=C(NCCc1ccccc1)c1cccc(N2CCCC2=O)c1,i,-0.01
O=C(O)CCCC(=O)N1CCOCCOCCOCCOCC1,i,0.56
Cc1ccccc1OCC(=O)NCCc1nc2ccccc2[nH]1,i,-1.54
Cc1cc(C)nc(N(C#N)CCOc2ccc(Cl)cc2)n1,i,-0.73
O=[N+]([O-])c1ccccc1CN1CCN(Cc2c[nH]c3ccccc23)CC1,i,-2.52
CCOC(=O)CSC1=C(C#N)C(c2ccc(C)cc2)C2=C(CCCC2=O)N1 (stereo unspecified),i,-2.82
Cc1ccccc1COCCN1CCN(S(=O)(=O)c2ccccc2)CCC1=O,i,0.31
COCCCNC(=O)Cn1ncc2ccsc2c1=O,i,0.31
Cc1ccc(N(CC(=O)Nc2ccc(C)cc2C)S(=O)(=O)N2CCCC2)cc1,i,-1.23
CCN(C(=O)Cc1ccc(NC2=NC3CS(=O)(=O)CC3S2)cc1)c1ccccc1 (stereo unspecified),i,0.2
O=C(O)C1CCCCC1C(=O)NCCc1ccc(F)cc1 (stereo unspecified),i,0.27
Cc1nc2ccc(Cl)cc2c(-c2ccccc2F)c1CC(=O)O,i,0.81
Cc1ccc2cc(C)c(SCC(=O)NCC3CCCO3)nc2c1 (stereo unspecified),i,-4.31*
O=C(Nc1ccc(Br)cc1)NC1CCCCCCC1,i,0.66
Cc1cc(N2CCN(C/C=C/c3ccccc3)CC2)n2ncnc2n1,i,0.01
N=c1c2c(ncn1CCCO)Oc1ccc3ccccc3c1C2c1ccccc1 (stereo unspecified),i,-4.24*

# In another format: 4 of the compounds above
Cc1nc2ccc(Cl)cc2c(-c2ccccc2F)c1CC(=O)O
- KCNQ2 inh: i
- Kir21 block: 0.81

Cc1cc(C)nc(N(C#N)CCOc2ccc(Cl)cc2)n1
- KCNQ2 inh: i
- Kir21 block: -0.73

O=C(O)C1CCCCC1C(=O)NCCc1ccc(F)cc1 (stereo unspecified)
- KCNQ2 inh: i
- Kir21 block: 0.27

CCOC(=O)Cn1c(C(=O)OCC)cc2sccc21
- KCNQ2 inh: i
- Kir21 block: -0.09

# Compounds as they come; any-hit rate near 1.9%.
